UPR CHOP act = activators of apoptotic arm of unfolded protein response (CHOP); 0.34% of 330,000 active; activation, % at 10 µM; CHO-CHOP luciferase reporter, UPR activation, luminescence; percent of tunicamycin response over DMSO baseline;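 active = at 10 µM dose, activation of 40% or more, normalized to positive control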;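 also: 100% = tunicamycin at 10 µg/mL and 0% = DMSO alone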
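Assay system: CHO-CHOP cells, stable luciferase reporter of PERK-eIF2a-CHOP signalling / Buffer or medium: F12 plus 10% serum / Compound dosing: one dose, 10 µM in 0.5% DMSO / Times: 6 h compound treatment, 37 °C / Technique: luciferase luminescence / Read-out: % reporter activation, DMSO baseline versus tunicamycin full activation / Benchmarks: tunicamycin and DMSO controls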
TIM10 inh = inhibits growth of TIM10 yeast strain. S. cerevisiae TIM10 strain growth, BacTiter-Glo luminescence, 24 h. inhibition, % at 10 µM. 1.4% of 330,000 active;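 active = inhibition of 40% or more at the single tested concentration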;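 also: wild-type TIM10 isogenic control strain grown at permissive 25 °C; 0% = DMSO yeast wells and 100% = minimal medium wells without yeast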
697 NFkB inh = inhibitors of the PMA/ionomycin-induced NF-kB reporter in 697 B cells. 697 B-cell NF-kB luciferase reporter, 16 h. inhibition, % at 4 µM. 0.33% of 330,000 active; in the data active = inhibition above about 35%
tim23-1 inh = tim23-1 yeast growth inhibition | S. cerevisiae tim23-1 growth, BacTiter-Glo luminescence, 24 h | inhibition, % at 20 µM | 1.3% of 330,000 active;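 active = growth inhibition of the mutant yeast at or above 50%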;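 also: temperature-sensitive mutant grown at 25 °C; plate controls were DMSO-treated mutant yeast for no effect and medium wells lacking yeast for full effect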
Mdm2 MdmX PPI = inhibitors of human Mdm2/MdmX interaction; O15151+Q00987; SaOS-2 split-luciferase Mdm2/MdmX complementation, luminescence; inhibition, % at 8 µM; 3% of 330,000 active; AID 485346;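 active = inhibition of at least 50% at 8 µM in the primary screen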
Target sequence (O15151 whole entry, looked up): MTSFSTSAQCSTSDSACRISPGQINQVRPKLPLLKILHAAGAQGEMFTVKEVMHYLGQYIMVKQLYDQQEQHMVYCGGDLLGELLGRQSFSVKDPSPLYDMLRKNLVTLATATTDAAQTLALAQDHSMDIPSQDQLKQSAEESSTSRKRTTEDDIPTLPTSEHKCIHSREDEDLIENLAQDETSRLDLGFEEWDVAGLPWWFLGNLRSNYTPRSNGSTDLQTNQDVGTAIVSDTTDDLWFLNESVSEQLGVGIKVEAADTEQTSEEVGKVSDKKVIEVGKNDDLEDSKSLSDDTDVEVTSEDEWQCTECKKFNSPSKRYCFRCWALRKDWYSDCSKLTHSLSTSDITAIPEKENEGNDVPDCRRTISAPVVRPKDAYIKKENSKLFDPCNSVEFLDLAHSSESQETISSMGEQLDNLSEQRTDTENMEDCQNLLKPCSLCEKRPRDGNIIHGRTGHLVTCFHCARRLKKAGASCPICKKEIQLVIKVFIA
Target sequence (Q00987 whole entry, looked up): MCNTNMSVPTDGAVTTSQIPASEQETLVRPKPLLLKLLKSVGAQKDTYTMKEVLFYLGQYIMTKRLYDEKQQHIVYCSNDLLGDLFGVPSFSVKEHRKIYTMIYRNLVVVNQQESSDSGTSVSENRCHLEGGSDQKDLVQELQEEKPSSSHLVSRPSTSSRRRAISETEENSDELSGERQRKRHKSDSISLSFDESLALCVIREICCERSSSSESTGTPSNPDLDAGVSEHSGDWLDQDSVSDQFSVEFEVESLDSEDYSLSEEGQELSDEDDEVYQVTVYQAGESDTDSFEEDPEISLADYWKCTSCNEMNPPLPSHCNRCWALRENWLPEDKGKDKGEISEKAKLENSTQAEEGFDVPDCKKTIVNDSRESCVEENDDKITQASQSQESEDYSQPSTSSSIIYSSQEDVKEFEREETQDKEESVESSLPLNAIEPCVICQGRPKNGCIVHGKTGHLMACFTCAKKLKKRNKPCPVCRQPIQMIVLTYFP
UPR XBP1 act = adaptive UPR (XBP1) activation. activation, % at 20 µM. CHO-XBP1 luciferase reporter, IRE1-XBP1 UPR activation, luminescence; percent of tunicamycin response, DMSO as zero. 0.33% of 330,000 active;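 active = versus positive control, 20 µM dose yields 30% or more activation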;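 also: 100% = tunicamycin at 10 µg/mL and 0% = DMSO only wells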
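Assay system: CHO-XBP1 luciferase reporter cells; Schedule: 6 h treatment, 37 °C; Detection: glow luminescence from Steady-Glo reagent; Benchmarks: high control tunicamycin 10 µg/mL final, low control DMSO vehicle only.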
tim10-1 inh = tim10-1 yeast growth inhibition. S. cerevisiae tim10-1 ts strain growth, BacTiter-Glo, 24 h. inhibition, % at 20 µM. 2.2% of 330,000 active. AID 463190;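 active = inhibition of at least 40%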;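 also: mutant grown at 25 °C; 0% = DMSO wells with yeast and 100% = wells holding no yeast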
Jurkat NFkB inh = lowers PMA/ionomycin-induced NF-kB signal in Jurkat cells; PMA/ionomycin-induced NF-kB luciferase reporter, luminescence; inhibition, % at 4 µM; 0.53% of 330,000 active; in the data active = inhibition above about 50%
* marks the source's active call; other numbers are inactive results.

SMILES	UPR CHOP act	TIM10 inh	697 NFkB inh	tim23-1 inh	Mdm2 MdmX PPI	UPR XBP1 act	tim10-1 inh	Jurkat NFkB inh
CCCSc1ccc([C@H]2N[C@@](C)(C(=O)OC)[C@H]3C(=O)N(C)C(=O)[C@@H]23)cc1OC	1.3	-4	15	-7	23	0	13	7
O=C(Nc1c2c(nn1-c1ccccc1)CS(=O)(=O)C2)c1cccs1	1.7	5	-3	-11	7	-2	-8	17
CCN(CC)C(=O)c1cc2c(=O)c3cc(F)ccc3oc2nc1C	4.0	9	-3	7	-44	0	2	-4
Cc1[nH]c2ccccc2c1/C=N/Nc1nc(N2CCCCC2)nc(N2CCCCC2)n1	5.1	2	-6	33	2	-4	3	2
CN(C)CCCNC(=S)Nc1ccc(-c2ccccc2)cc1	-0.1	-23	7	4	-9	-4	10	1
O=C(Nc1cnc2sc3c(n2c1=O)CCCC3)c1ccc(F)cc1	5.9	1	-21	6	-50	1	8	-14
O=C(OCC(=O)N(Cc1ccccc1)Cc1ccccc1)c1ccccc1NCCO	3.1	-5	-33	20	17	0	13	-7
O=C(c1cn2ccccc2n1)N1CCCC(Nc2ccc(F)c(F)c2)C1 (stereo not drawn)	0.2	-3	-2	5	7	-3	6	-2
Oc1ccc2ccccc2c1C=Nc1ccccc1Br	-2.7	26	-1	53*	20	-4	21	1
CC1CCCCC1NC(=O)c1ccc(NS(=O)(=O)c2ccc3[nH]c(=O)[nH]c3c2)cc1 (stereo not drawn)	1.9	1	24	-1	1	-1	8	8
O=c1[nH]c2cccc(F)c2n2cccc12	-1.3	11	13	3	0	-2	-8	-4
Cc1cc(=O)oc2cc(OCc3cc4c(cc3Cl)OCO4)ccc12	7.5	1	-20	-2	89*	21	13	-6
COc1ccc(C(=O)/C=C/c2cc(C(=O)O)cc3c2OCOC3)c(O)c1	3.0	14	-59	45	34	-2	22	2
CN(Cc1ccccc1Cl)C(=O)CCNC(=O)c1ccco1	0.3	6	-31	10	-30	1	29	-3
CCn1c(C)c(C(C)=O)c(N2CCCC2)nc1=S	0.3	1	18	6	21	-2	9	-1
N#C/C(=C\c1cccs1)C(=O)c1ccccc1	-1.1	10	-12	43	-1	-1	26	-7
CC1Cc2ccccc2N1Cc1cccc([N+](=O)[O-])c1 (stereo not drawn)	-0.3	-14	-4	-2	6	-2	-12	-3
CCN1CCN(c2nnc(-c3ccccc3)c3ccccc23)CC1	1.2	11	8	-3	-10	-7	-5	0
O=C(Cn1cc([N+](=O)[O-])cn1)Nc1ccc(Cn2cc(Br)cn2)cc1	0.8	3	17	6	-5	-1	-8	16
CN(C)CCCNC(=O)c1cc(C(=O)C2CCCCC2)c[nH]1	-0.4	-8	1	-7	-7	-1	-11	-15
O=C1OC2CC3CC1CC(O)(C3)C2 (stereo not drawn)	-0.8	2	20	8	26	-1	14	-4
CCOC(=O)C1C(=O)NC(c2ccccc2)=NC1c1ccc(Br)cc1 (stereo not drawn)	2.2	9	-8	12	-14	0	22	-3
COc1cccc(NC(=O)c2ccccc2NS(C)(=O)=O)c1	0.6	4	10	6	4	-1	5	2
CN(CC(=O)Nc1cccc(F)c1)C(=O)c1cc([N+](=O)[O-])ccc1N1CCCCC1	-1.5	7	13	16	-3	2	17	7
COc1cccc(Nc2ncnc3sc(C)cc23)c1	5.7	20	-74	19	-12	1	1	-47
(next part)
SMILES	UPR CHOP act	TIM10 inh	697 NFkB inh	tim23-1 inh	Mdm2 MdmX PPI	UPR XBP1 act	tim10-1 inh	Jurkat NFkB inh
Cc1ccc(CN2CC(C(=O)Nc3ccc4c(C)cc(=O)oc4c3)CC2=O)cc1 (stereo not drawn)	-2.0	3	20	-18	13	0	15	0
Nc1ccc(Nc2ccccc2)c(Cl)c1	0.6	10	-46	16	0	7	10	-14
CC1(C)CC(=O)C(C=NC2CCCCC2)=C(O)C1	1.9	-21	-6	5	9	2	13	-4
CCOc1ccc(C(C)=O)cc1COc1ccc(C)nc1[N+](=O)[O-]	2.1	15	14	9	5	-5	-11	-2
CCNC(=O)COc1cccc(C(=O)NCc2ccccc2)c1	-0.9	2	8	6	29	-4	10	3
O=C(c1cc(-c2ccc(Cl)cc2Cl)on1)N1CCCCCC1	2.2	-9	-180	19	-172	-7	28	-162
O=C(NCc1cccnc1)c1c(O)c2cccc3c2n(c1=O)CCC3	-1.0	29	-14	47	71*	3	10	8
CCC(CC)c1nnc(NC(=O)CN2C(=O)NC3(CCCC3)C2=O)s1	0.9	-3	22	0	-2	-3	5	16
Cc1cccc(CN2CCN(C(=O)CN(C)C(C)C(=O)Nc3ccc(C(N)=O)cc3)CC2)c1 (stereo not drawn)	1.1	3	6	-6	10	0	0	25
O=C(OCC(=O)N1CCCC1=O)c1nc(Cl)c(Cl)c(Cl)c1Cl	6.5	-16	-33	6	77*	-6	-16	-3
C[C@H]1COC(=O)[C@@H](NC(=O)OCC2c3ccccc3-c3ccccc32)C/C=C\C[C@H](CC(=O)NCCO)C(=O)N1	0.8	12	-1	-9	2	1	-6	-5
O=c1oc(/C=C/c2ccco2)nc2sc3c(c12)CCC3	4.2	3	-11	8	-13	2	6	-8
COc1ccc(CNC(=O)COC(=O)/C=C/c2cccc(Cl)c2)cc1	0.0	-11	14	2	-13	-2	7	5
O=C(COc1ccc(S(=O)(=O)N2CCCCC2)cc1)Nc1ccccc1F	1.1	19	4	4	18	-7	0	-14
O=C(c1ccc2ccccc2c1)N1CCN(c2ccc([N+](=O)[O-])c(N3CCOCC3)c2)CC1	12	20	24	21	24	-4	6	0
CC(C)(C)OC(=O)N1Cc2ccccc2C[C@H]1C(=O)NCC(=O)Nc1ccc2c(c1)OCCO2	-7.3	2	-25	12	64*	-8	10	29
Cc1ccc(Oc2nsnc2N2CCOCC2)cc1	0.6	-8	-15	-3	-5	1	33	-6
CCC(C)(NC(=O)c1cccc(N2C(=O)CSC2c2ccccc2)c1)C(=O)Nc1ccccc1C (stereo not drawn)	-1.5	10	13	20	9	-3	19	-8
CCNC(=O)O/N=C(\C)c1sc(-c2ccccc2)nc1C	0.9	12	-29	4	-13	1	15	-76
O=C(NCc1cccnc1)c1nnc(Cc2ccc(F)cc2)o1	10	8	1	10	12	-1	2	-2
COc1ccc(S(=O)(=O)n2nc(OC(=O)c3ccccc3)cc2N)cc1	-1.5	49*	-4	47	10	-1	37	-7
COc1cc(NC(=O)CCC(=O)OCCCC(F)(F)C(F)(F)F)nc(OC)n1	-0.6	10	29	1	-6	-2	15	-9
COc1ccc(-n2ncc(C(=O)NC3CC3)c2C2CCN(C(=O)OC(C)(C)C)CC2)cc1	-0.3	15	5	7	11	-9	17	2
CC(=O)n1c2ccccc2c2nc3ccccc3nc21	3.5	13	-151	4	-44	8	13	-118
CCC/C(O)=C1\C(=O)CC(C)(C)CC1=NCCO	2.1	-13	17	5	30	-2	-8	10

Whole records, quoted from the list. Order of screens: UPR CHOP act, TIM10 inh, 697 NFkB inh, tim23-1 inh, Mdm2 MdmX PPI, UPR XBP1 act, tim10-1 inh, Jurkat NFkB inh
Cc1cccc(CN2CCN(C(=O)CN(C)C(C)C(=O)Nc3ccc(C(N)=O)cc3)CC2)c1 (stereo not drawn) reads 1.1, 3, 6, -6, 10, 0, 0, 25
CCNC(=O)O/N=C(\C)c1sc(-c2ccccc2)nc1C reads 0.9, 12, -29, 4, -13, 1, 15, -76
CC1(C)CC(=O)C(C=NC2CCCCC2)=C(O)C1 reads 1.9, -21, -6, 5, 9, 2, 13, -4
CCOc1ccc(C(C)=O)cc1COc1ccc(C)nc1[N+](=O)[O-] reads 2.1, 15, 14, 9, 5, -5, -11, -2

Some entries already given, limited to TIM10 inh, UPR XBP1 act and tim10-1 inh.
| Compound | TIM10 inh | UPR XBP1 act | tim10-1 inh |
| --- | --- | --- | --- |
| CC1(C)CC(=O)C(C=NC2CCCCC2)=C(O)C1 | -21 | 2 | 13 |
| COc1cc(NC(=O)CCC(=O)OCCCC(F)(F)C(F)(F)F)nc(OC)n1 | 10 | -2 | 15 |
| CCNC(=O)COc1cccc(C(=O)NCc2ccccc2)c1 | 2 | -4 | 10 |
| COc1ccc(CNC(=O)COC(=O)/C=C/c2cccc(Cl)c2)cc1 | -11 | -2 | 7 |

Next results.
SMILES	UPR CHOP act	TIM10 inh	697 NFkB inh	tim23-1 inh	Mdm2 MdmX PPI	UPR XBP1 act	tim10-1 inh	Jurkat NFkB inh
CCOC(=O)c1ccc(COC(=O)c2cc3ccccc3oc2=O)o1	5.8	11	6	22	26	0	23	1
CCOc1ccccc1N1CCN(C(=O)Nc2ccc(F)c(Cl)c2)CC1	-0.6	37	18	47	23	0	48*	11
Nc1ccc(N(CCO)CCO)cc1	0.4	4	1	11	4	-1	0	13
CCS(=O)(=O)N1Cc2ccccc2CC1C(=O)Nc1nc(C)cs1 (stereo not drawn)	2.7	20	-73	7	20	2	14	-80
COc1ccccc1C(=O)NC(=O)CSc1nc(C)cs1	1.9	1	-11	4	6	-3	13	10
Cc1ccc(S(=O)(=O)N(C)C)cc1NC(=O)Nc1ccccc1	0.4	4	-3	7	9	1	10	8
CCCCCCCNC1=CC(=O)CC(c2ccco2)C1 (stereo not drawn)	-0.4	-9	-18	30	0	0	50*	-20
COc1ccc(-n2nnnc2SCC(=O)Nc2cccc(C)n2)cc1OC	1.8	7	18	16	3	-2	2	19
CCOC(=O)C1(Cc2cccc(OC)c2)CCCN(Cc2cnn(C)c2)C1 (stereo not drawn)	-2.4	-7	-4	1	13	0	4	0
O=C(OCC(=O)N1CCCCCC1)c1ccc(Br)c(S(=O)(=O)N2CCOCC2)c1	-1.9	8	-2	18	17	-1	-1	10
CC1Cc2ccccc2N1S(=O)(=O)c1ccc2c(c1)n(C)c(=O)c(=O)n2C (stereo not drawn)	-0.2	-4	1	-7	23	-1	14	8
COC(=O)N/N=C\c1cc(Br)ccc1OCc1ccccc1	0.5	33	-6	34	-39	-2	0	-6
O=C(CN(C(=O)c1csnn1)c1ccc(Br)cc1)NC1CCCC1	-1.2	9	18	7	-11	-5	-14	2
Cc1ccccc1CNS(=O)(=O)c1csc(C(N)=O)c1	0.8	-3	-11	-3	-1	-10	-16	-3
COc1cc(C2Nc3ccc4ccccc4c3C3=C2C(=O)CC(C)(C)C3)ccc1OC(C)C(=O)O (stereo not drawn)	-0.2	-2	-3	14	19	0	9	-13
Cc1noc(C(=O)NC2CCCCC2)c1Cl	1.3	2	4	17	43	-1	3	-15
Cc1cc(C)c2c(=O)[nH]c(SCc3ccccc3C)nc2n1	-1.5	28	18	28	14	-2	21	-11
CCC(=O)N=c1sc2c(C)cc(C)cc2n1CC(=O)OC	-3.2	-1	15	6	10	-3	17	7
COc1ccc(N(CC(=O)NCCSc2ccccn2)S(C)(=O)=O)cc1	-1.7	-11	6	5	0	-1	22	-12
COc1ccc(CNC(=O)COc2cccnc2[N+](=O)[O-])cc1OC	0.3	-5	-24	10	-19	-2	12	-2
COc1ccc(/C=N/NC(=O)c2cccnc2)cc1O	2.1	-9	1	-12	12	0	-11	-8
NC(=O)c1ccccc1N=Cc1ccc2ccccc2c1	3.6	21	-164	29	12	-1	26	-102
Cc1cc(C2=NNC(=NC3CCCCC3)SC2)c(C)n1-c1c(C)n(C)n(-c2ccccc2)c1=O	1.1	16	-2	-18	-7	-1	9	-10
Cc1cccc(NC(=O)CS(=O)(=O)c2cn(C)c3ccccc23)c1	-1.7	13	11	17	-8	-3	16	7
CCOC(=O)c1sc2nc(C)nc(N3CCN(c4ncccn4)CC3)c2c1C	-0.1	16	9	27	14	0	12	9
O=C(NCCc1cccs1)c1ccc(CS(=O)Cc2ccc(Cl)cc2)o1 (stereo not drawn)	1.9	2	7	12	9	-6	17	11
N#Cc1c2n(cnc1=O)CCCCC2	0.1	-9	-8	0	20	-2	-5	9
O=C(COC(=O)CSc1ccccc1)NCCNC(=O)COC(=O)CSc1ccccc1	2.6	-1	20	-6	-7	-2	-3	16
